# West Nile virus CPE = West Nile virus antiviral activity, cell-based, CPE readout (AID 1621); one-dose CPE inhibition, % at 10 µM; IC50 in µM for titrated hits; West Nile virus-infected cells, CPE inhibition; higher % means a stronger effect; 0.02% of 290,000 active; in the data active = a potency from the dose series; inconclusive = CPE inhibition mostly from about 3.7% at the one dose, without a potency; inactive = the rest, 99 in 100 with CPE inhibition below about 2.2%; note: strong numbers were not always called active
# Siah-1 displacement = Siah-1 peptide-binding antagonists, primary screen, biochemical, fluorescence polarization, rhodamine-plectin, uHTS (AID 1817) | Siah-1 / rhodamine-plectin peptide fluorescence polarization; higher % means a stronger effect | one-dose displacement, % at 20 µM; IC50 in µM for titrated hits | 0.02% of 290,000 active;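 active = displacement of at least 50% at 20 µM, with a fluorescence ratio check between 0.3 and a set limit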;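 note: plate controls were Siah plus tracer with DMSO for no effect and tracer alone without Siah for full effect; strong numbers were not always called active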
# AID2073 = inhibitors of Mint1-CaV2.2 protein interaction, biochemical, HTRF (AID 2073) | HTRF protein-protein interaction, Mint1-CaV2.2; higher % means a stronger effect | inhibition, % at 20 µM, or IC50 in µM where a hit was titrated | 0.19% of 290,000 active; in the data active = inhibition mostly above about 51%, no sharp cut-off; inconclusive = no clear call, values can overlap the other calls; inactive = mostly below about 53%; note: some results filed as inactive read as strong as hits
# Large T inhibition = SV40 large T antigen inhibitors, biochemical (AID 1903) | SV40 large T antigen ATPase/helicase inhibition assay; higher % means a stronger effect | inhibition, % at 20 µM; hits with a dose series show IC50 in µM | 0.39% of 310,000 active; in the data active = a potency from the dose series; inconclusive = inhibition mostly from about 32% at the one dose, without a potency; inactive = the rest, 99 in 100 with inhibition below about 32%; note: strong numbers were not always called active
# Rac1 GTP hydrolysis = MgcRacGAP GTPase-activating activity inhibitors, confirmation, biochemical, ADP Hunter fluorescence | MgcRacGAP-stimulated Rac1 GTP hydrolysis, ADP Hunter fluorescence; higher % means a stronger effect; GST-tagged Rac1 F28L mutant substrate | AID 624330 | inhibition, % at 30 µM; hits with a dose series show IC50 in µM | 0.6% of 340,000 active;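 active = first-screen hits whose inhibition reached a set limit at any dose in the follow-up dose series; inconclusive = inhibition above the set first-screen limit but never retested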;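 note: fluorescence reports GDP produced by GAP-driven GTP hydrolysis; strong numbers were not always called active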
# NS5 inhibitors = flavivirus cap methylation enzyme inhibition – biochemical, confirmation dose response, primary screen (AID 588689); Dengue-2 NS5 methyltransferase capping enzyme assay, biochemical; higher % means a stronger effect; inhibition, % at 25 µM; hits with a dose series show IC50 in µM; 0.3% of 340,000 active; in the data active = a potency from the dose series; inconclusive = inhibition above about 29% without an active follow-up result
# RSV CPE inhibition = inhibition of RSV-induced cytopathic effect – HEp-2 cells, primary 10 µM value included (AID 2391); HEp-2 cells, RSV-induced CPE inhibition; higher % means a stronger effect; 0.13% of 310,000 active; CPE inhibition, % at 10 µM; hits with a dose series show IC50 in µM; in the data active = a potency from the dose series; inconclusive = CPE inhibition mostly from about 23% at the one dose, without a potency; inactive = the rest, 99 in 100 with CPE inhibition below about 21%; note: strong numbers were not always called active
# UTI89 phage lysis = protection from phage-mediated lysis, alamar blue read-out – E. coli UTI89, K1F phage, bacterial capsule biogenesis inhibitors (AID 488966); 0.02% of 340,000 active; inhibition, % at 100 µM, or IC50 in µM where a hit was titrated; E. coli UTI89 K1F phage lysis, alamar blue, 2 h; higher % means a stronger effect;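 active = phage lysis inhibition, versus mean bacterial control, above a set limit; inconclusive = no clear call, values can overlap the other calls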;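 note: capsule biogenesis inhibitors block K1F phage lysis so surviving cells raise fluorescence; higher fluorescence means more inhibition of phage lysis; actives were called in the ten point dose series up to 300 µM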
# NTR1 ag = NTR1-driven beta-arrestin-GFP spot formation – imaging, U2OS cells, high content, primary screen (AID 493036); P30989; agonist mode; activation, % at 20 µM; 0.17% of 330,000 active;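 active = activation at or above 40% of the spot to cytoplasm intensity ratio, with at least 20 cells analyzed; inconclusive = wells under 20 cells, flagged as cytotoxic or low count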;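 note: 0% = DMSO without peptide and 100% = 100 nM NTR1 peptide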
# Target sequence (P30989 whole entry, looked up): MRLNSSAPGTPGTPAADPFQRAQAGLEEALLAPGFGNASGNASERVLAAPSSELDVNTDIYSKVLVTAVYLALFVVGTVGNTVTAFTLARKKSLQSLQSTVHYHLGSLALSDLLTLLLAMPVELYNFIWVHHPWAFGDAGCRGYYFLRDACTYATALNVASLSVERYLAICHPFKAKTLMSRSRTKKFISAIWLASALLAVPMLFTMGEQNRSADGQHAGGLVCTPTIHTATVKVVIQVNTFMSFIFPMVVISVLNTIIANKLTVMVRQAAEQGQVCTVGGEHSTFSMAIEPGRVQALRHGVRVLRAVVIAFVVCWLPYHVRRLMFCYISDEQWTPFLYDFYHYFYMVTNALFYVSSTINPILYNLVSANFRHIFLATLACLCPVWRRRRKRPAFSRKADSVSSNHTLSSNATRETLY
# NTR1 ag cell count 20 µM = further read-out of NTR1 ag, marked with its call; cell count; measured here: cell count, cytotoxicity flag
# NS5 inhibitors pilot replicate = recorded beside NS5 inhibitors, whose call it bears; inhibition, %; measured here: pilot screen replicate inhibition
# Starred values were filed as active, the others as inactive; ? = inconclusive; nt = no result given; [ ] = dose if it differs, or a comment.
SMILES,West Nile virus CPE,Siah-1 displacement,AID2073,Large T inhibition,Rac1 GTP hydrolysis,NS5 inhibitors,RSV CPE inhibition,UTI89 phage lysis,NTR1 ag,NTR1 ag cell count 20 µM,others
O=C1C(=O)N(CCN2CCOCC2)C(c2cccnc2)/C1=C(/O)c1ccc(Cl)cc1 (stereo unspecified),0.6%,-3.0%,14.2%,2.4%,7.1%,0.0%,-0.1%,-1.4%,0.0,51,
CCOC(=O)c1c(NC(=O)c2ccncc2)sc(C)c1C,-0.4%,-1.5%,42.1%,8.9%,5.6%,-9.3%,-1.3%,-1.3%,4.1,50,
O=C(c1ccccc1)N1CCN(c2ccc([N+](=O)[O-])c(NCC3CCCO3)c2)CC1 (stereo unspecified),-0.7%,2.1%,-11.1%,11.3%,11.9%,-4.5%,0.2%,0.0%,2.8,54,
COc1ccccc1Cn1nc(C(=O)O)c2ccccc2c1=O,-1.0%,0.8%,2.9%,11.5%,6.5%,-4.9%,1.2%,0.0%,9.1,45,
COC(=O)c1ccc(COc2ccc(/C=N/Nc3cccc(C(=O)O)c3)cc2)cc1,0.6%,15.1%,18.4%,15.2%,8.5%,8.5%,0.3%,0.1%,2.2,71,
CCN1CCN(c2nc3ccccc3n3cnnc23)CC1,0.6%,-0.3%,15.9%,11.1%,10.6%,-2.9%,-1.5%,-0.1%,1.1,60,
CCC(C)NC(=O)CCn1ccc2cc(S(=O)(=O)N3CCCC3)ccc21 (stereo unspecified),0.4%,9.1%,10.4%,-21.8%,9.3%,-5.3%,0.2%,0.1%,-1.5,68,
COC(=O)C1(C)Nc2ccccc2C(=O)N1c1ccccc1OC (stereo unspecified),nt,-5.1%,2.4%,-10.6%,5.2%,1.4%,1.2%,1.4%,3.7,59,
Cc1cccc(C)c1NC(=S)NN(Cc1ccccc1)c1ccccc1,-0.2%,-1.3%,-1.9%,1.3%,6.4%,-10.9%,1.1%,0.8%,-0.2,55,
Cc1ccc2nsnc2c1S(=O)(=O)N1CCN(Cc2ccc3c(c2)OCO3)CC1,-0.7%,0.5%,-1.8%,-5.6%,-1.0%,-3.8%,-1.2%,-1.2%,-0.2,42,
CCN(C(=O)COc1cc(=O)n(CC)c2ccccc12)c1cc(Cl)ccc1OC,1.1%,-0.8%,-9.5%,5.0%,0.9%,-6.5%,1.3%,4.3%,-2.6,60,
Cc1ccc(C)c(NS(=O)(=O)c2ccc3c(c2)NC(=O)CCS3)c1,-0.8%,-1.7%,14.2%,14.9%,6.5%,0.0%,-0.6%,2.6%,1.0,70,
COc1ccc(COC(=O)c2nc3nc(C)cc(C)n3n2)cc1F,0.6%,-4.2%,2.5%,11.2%,6.8%,-10.6%,1.9%,0.7%,-0.3,56,
CCCn1c2ccccc2c2nc3ccccc3nc21,0.2%,-1.9%,13.6%,12.0%,7.2%,-1.6%,46.4%,2.9%,9.3,49,
CCCCC(c1nnnn1CC1CCCO1)N1CCN(c2cccc(C)c2C)CC1 (stereo unspecified),-0.6%,1.3%,-2.3%,-4.6%,4.2%,-1.4%,2.4%,0.3%,1.3,41,
COc1ccc(CN2C(=O)[C@H]3Cc4c([nH]c5ccccc45)C(C)(C)N3C2=O)cc1,0.2%,nt,nt,-0.8%,10.4%,4.7%,20.7%,1.4%,13.6,81,
CC(=O)c1ccccc1OCCn1nc(C(=O)O)c2ccccc2c1=O,-0.2%,0.6%,23.6%,6.1%,7.4%,-1.7%,0.9%,-0.2%,-0.3,52,
CCN(CC(=O)Nc1c(F)cccc1F)C(=O)c1cc(C)oc1C,nt,nt,nt,4.8%,3.8%,-2.9%,-1.6%,0.5%[50 µM],-0.4,47,
COc1ccc(NC(=O)[C@H](CCS(C)(=O)=O)N2Cc3ccccc3C2=O)c(OC)c1,0.0%,0.4%,1.2%,0.5%,1.5%,-4.1%,2.7%,0.3%,0.0,51,
COc1cc2ccccc2cc1C(=O)OCC(=O)N(CC(C)C)c1c(N)n(Cc2ccccc2)c(=O)[nH]c1=O,nt,nt,nt,8.0%,5.8%,-5.1%,-1.4%,0.7%[50 µM],5.7,47,

# Grouped by structure: the compounds so far with an NH in an aromatic ring
SMILES,West Nile virus CPE,Siah-1 displacement,AID2073,Large T inhibition,Rac1 GTP hydrolysis,NS5 inhibitors,RSV CPE inhibition,UTI89 phage lysis,NTR1 ag,NTR1 ag cell count 20 µM,others
COc1ccc(CN2C(=O)[C@H]3Cc4c([nH]c5ccccc45)C(C)(C)N3C2=O)cc1,0.2%,nt,nt,-0.8%,10.4%,4.7%,20.7%,1.4%,13.6,81,
COc1cc2ccccc2cc1C(=O)OCC(=O)N(CC(C)C)c1c(N)n(Cc2ccccc2)c(=O)[nH]c1=O,nt,nt,nt,8.0%,5.8%,-5.1%,-1.4%,0.7%[50 µM],5.7,47,

# The list goes on:
SMILES,West Nile virus CPE,Siah-1 displacement,AID2073,Large T inhibition,Rac1 GTP hydrolysis,NS5 inhibitors,RSV CPE inhibition,UTI89 phage lysis,NTR1 ag,NTR1 ag cell count 20 µM,others
[O-]/[N+](=C/c1ccc(F)cc1)c1ccc(Cl)cc1,-0.1%,-0.2%,-2.1%,24.2%,12.2%,-7.5%,0.2%,-0.5%,1.8,42,
Cc1cc(Cl)c2oc(C(=O)N3CCN(c4ccncc4)CC3)c(C)c2c1,1.9%,-3.0%,4.5%,14.1%,10.0%,-8.7%,?,3.3%[50 µM],3.9,45,
COC(=O)c1c(C(=O)OC)n(CCCN)c2ccc(C)cc12,-0.7%,2.2%,12.0%,1.2%,8.4%,0.3%,-0.9%,7.3%,-0.2,41,
CC(C)(C)NC(=O)C(c1ccc(O)cc1)N(Cc1ccco1)C(=O)Cn1nnc(-c2cccs2)n1 (stereo unspecified),-0.7%,1.8%,17.3%,-2.7%,2.9%,-0.7%,0.0%,6.1%,1.7,40,
CCOc1ccc(N(C(=O)c2cnsn2)C(C(=O)NC2CCCCC2)c2ccncc2)cc1 (stereo unspecified),-1.2%,2.0%,-12.0%,1.6%,7.1%,0.9%,-0.4%,0.0%,0.3,73,
O=C(Nc1cccc(-c2cscn2)c1)C1CCN(Cc2ccccn2)CC1,-0.2%,-1.5%,4.8%,nt,7.6%,-6.3%,nt,-0.4%,0.5,51,
COc1cccc(/C=C/C(=O)NCc2cn3cc(Cl)ccc3n2)c1OC,-0.8%,-1.7%,19.5%,22.8%,11.7%,-5.2%,0.2%,2.5%,-0.6,85,
Cc1cc(-c2n[nH]c(=S)n2/N=C/c2cc([N+](=O)[O-])ccc2Cl)n[nH]1,-0.2%,6.5%,6.3%,38.4%,?,10.1%,nt,2.3%,nt,nt,
O=C(COC(=O)CCN1C(=O)C2CC=CCC2C1=O)Nc1ccc(Cl)cc1F (stereo unspecified),nt,nt,nt,nt,4.8%,-5.6%,1.4%,0.3%[50 µM],-1.0,48,
CS(=O)(=O)OCCCCOS(C)(=O)=O,-0.3%,nt,nt,0.3%,-1.3%,1.5%,0.3%,3.9%,0.8,59,
O=C(O)c1ccccc1-c1ccccc1C(=O)NNc1ccccc1,0.7%,-0.6%,-4.8%,-0.8%,7.9%,0.7%,1.4%,-0.1%,0.4,69,
O=C(Cn1cnc2ccccc2c1=O)c1ccc(OC(F)F)cc1,-0.8%,-1.7%,8.0%,11.4%,4.9%,-10.3%,0.9%,-1.8%,-1.1,42,
CN1CCN(c2ccc(NC(=O)c3ccc(-c4ccccc4F)o3)cc2)CC1,nt,nt,nt,nt,11.5%,-2.2%,-0.9%,1.6%[50 µM],6.1,59,
Cc1ccc(-n2cnnn2)c(S(=O)(=O)N2CCOCC2)c1,0.1%,-4.5%,8.4%,-1.0%,11.8%,-3.5%,1.8%,0.2%,-0.8,61,
O=C(Nc1nnc(SCC(=O)N2CCOCC2)s1)C1CC(=O)N(c2ccc(F)cc2)C1 (stereo unspecified),0.0%,-1.2%,16.7%,24.3%,6.2%,5.8%,1.7%,-0.3%,0.4,79,
Cc1cccnc1NC(=O)CNC(=O)c1ccccc1,nt,nt,nt,nt,7.1%,-1.8%,1.5%,0.8%[50 µM],-1.6,66,
CC12CC3CC(C)(C1)CC(C(=O)N1CCN(C(=O)C4CCCO4)CC1)(C3)C2 (stereo unspecified),0.7%,-0.1%,10.7%,9.0%,5.6%,-3.2%,2.5%,0.7%,-0.3,51,
Cc1cc(NC(=O)C2CCC2)n(-c2ccccn2)n1,0.8%,4.6%,-0.4%,12.4%,4.0%,-6.4%,0.5%,-1.6%,2.9,55,
Cc1ccc(N2CC(C(=O)OCC(=O)NNC(=O)c3ccccc3)CC2=O)cc1 (stereo unspecified),nt,nt,nt,8.8%,3.5%,-6.6%,-0.9%,1.3%[50 µM],-0.7,74,
Cc1ccc(CON=C2CCN(c3ncc(C(F)(F)F)cc3Cl)CC2)cc1,0.3%,1.6%,1.9%,18.5%,-2.6%,-1.2%,1.7%,-0.2%,-0.5,80,NS5 inhibitors pilot replicate=3.3
CCN(CCNC(=O)c1cc(C)nn1-c1ccccc1)c1ccccc1,-0.2%,11.7%,-0.6%,2.6%,5.1%,-5.6%,1.2%,-1.6%,-0.8,74,
Cc1ccc(C)c(NC(=O)CCC(=O)NNC(=O)c2cccs2)c1,0.3%,-6.4%,3.9%,9.9%,-4.3%,-5.9%,1.2%,4.6%,0.4,51,
Cc1cc(-c2csc(NC(=O)c3ccc(S(=O)(=O)N(C)C)cc3)n2)c(C)n1-c1ccccc1,1.0%,1.0%,23.0%,7.0%,9.0%,-4.2%,2.3%,5.3%[50 µM],1.0,68,
O=C(CCC(F)(F)F)N1CCCC(N2CCN(c3cccc(Cl)c3)CC2)C1 (stereo unspecified),-1.2%,nt,nt,0.1%,1.4%,-5.6%,10.7%,-1.2%,nt,nt,
COC(=O)c1ccc(CNC(=O)Cn2cnc3c(OCc4ccccc4)ncnc32)cc1,nt,nt,nt,nt,4.2%,-1.0%,nt,0.3%,-0.2,64,NS5 inhibitors pilot replicate=6.7
CC1=NNC(=O)/C1=C\c1cn(-c2ccccc2)nc1-c1cccs1,-0.3%,1.4%,2.3%,28.6%,5.2%,>100µM*,-1.7%,-0.6%,83.4*,96*,
Cc1cc(=O)[nH]c(SCC(=O)Nc2cccc(S(=O)(=O)N3CCOCC3)c2)n1,nt,nt,nt,nt,0.2%,3.0%,0.8%,0.5%[50 µM],-1.1,58,
Cc1c(N)cccc1[N+](=O)[O-],nt,nt,nt,nt,0.9%,-2.2%,-0.2%,-0.5%,0.5,50,
Cn1cnnc1SCC(=O)NC1CCCN(Cc2ccccc2F)C1 (stereo unspecified),0.2%,-1.7%,6.6%,11.6%,12.9%,-2.3%,2.9%,0.2%,0.9,79,
CC(C)(C)Nc1nc2nonc2nc1NC(C)(C)C,-1.3%,1.6%,-0.8%,7.8%,3.5%,0.7%,13.3%,-1.1%,2.6,53,

# Source: PubChem BioAssay (several laboratories)
